Source: PubChem (several laboratories)
CHRM5 PAM: human M5 muscarinic receptor positive allosteric modulators, primary screen, CHO-K1 cells, Fluo-8 calcium fluorescence. activation, % at 3 µM. CHO-K1 hM5, ACh EC20 PAM; 0% = ACh EC20, 100% = ACh EC100. 360,000 tested, 0.3% active. Muscarinic acetylcholine receptor M5 (Homo sapiens), P08912. AID 624038, 2012;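 active means activation above the run cutoff, the mean activation of all test compounds plus 3 SD, cut at about 18% in these data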
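Assay system – human M5 receptor in CHO-K1 cells · Read-out – % activation, ACh-normalized · Technique – Fluo-8 calcium fluorescence · Dosing – single-point, 3 µM nominal · Incubation – Fluo-8 loading 80 min at 37 °C plus 30 min room temperature · Repeats – singlicate, one well per test compound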
CRFBP-R2 agonist: agonists of CRF-BP/CRF-R2 complex, primary screen, cell-based, HEK293, calcium dye fluorescence, uHTS | CRF-binding protein / CRF receptor 2 complex (human) | calcium dye fluorescence (FLIPR); percent of saturating CRF peptide response | activation, % at 13.2 µM | 350,000 tested, 0.46% active;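 active means activation of at least 50%, plus an integration ratio under a set limit after plate pattern correction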;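 further: plate controls were neutral control wells without compound for no effect and CRF at EC100 for full effect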
CHRM4 PAM: human M4 muscarinic receptor positive allosteric modulators, primary screen, CHO-K1 cells, Fluo-8 calcium fluorescence; CHO-K1 hM4/Gqi5, ACh EC20; 0% = ACh EC20, 100% = maximal ACh; activation, % at 3 µM; Muscarinic acetylcholine receptor M4 (Homo sapiens), P08173; 360,000 tested, 0.4% active;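 active means activation above its plate's cutoff, the mean activation of sample wells plus 3 SD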; further: some results filed as inactive read as strong as hits
CRFR2-BP antag: antagonists of CRF-BP/CRF-R2 complex, primary screen, cell-based, HEK293, calcium dye fluorescence, uHTS; AID 588475, 2011; inhibition, % at 11.8 µM; 350,000 tested, 0.59% active; CRF-induced calcium fluorescence;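 active means inhibition of the ligand-induced calcium signal above about 50% at the single tested concentration, limit read from the data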
M5 antag: human M5 muscarinic receptor antagonists, primary screen, CHO cells, Fluo-8 calcium fluorescence | inhibition, % at 3 µM | Muscarinic acetylcholine receptor M5 (Homo sapiens), P08912 | 360,000 tested, 0.59% active | AID 624040, 2012 | CHO-hM5 cells, ACh EC80;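 active means inhibition above a per-plate cutoff, the mean of that plate's test compounds plus 3 SD, cut at about 27% in these data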;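 further: 0% = acetylcholine EC80 with DMSO and 100% = DMSO without agonist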
M4 ag: human M4 muscarinic receptor agonists, primary screen, CHO-K1 cells, Fluo-8 calcium fluorescence. CHO-K1 hM4/Gqi5; vehicle 0%, full acetylcholine response 100%. activation, % at 3 µM. 360,000 tested, 0.14% active. AID 624127, 2012;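 active means activation above the run mean over all test wells plus 3 SD, cut at about 32% in these data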;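 further: peak over basal fluorescence ratio per well then scaled between controls; 0% = DMSO wells and 100% = acetylcholine at EC100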
IDE inh: human IDE inhibitors in live cells, primary screen, fluorescence polarization, HEK cells, FAbetaB substrate; Insulin-degrading enzyme (Homo sapiens), P14735; AID 434962, 2010; FAbetaB cleavage; inhibition, % at 5.59 µM; 320,000 tested, 0.41% active;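 active means percent inhibition above the average of all tested compounds plus 3 SD, set per screening campaign, cut at about 16% in these data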;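 further: IDE supplied by intact live HEK cells; FP after avidin binding of uncleaved biotin substrate so inhibition keeps polarization high; 0% = DMSO wells and 100% = 60 µM reference IDE inhibitor Ii1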
Target sequence (P14735 whole entry, looked up): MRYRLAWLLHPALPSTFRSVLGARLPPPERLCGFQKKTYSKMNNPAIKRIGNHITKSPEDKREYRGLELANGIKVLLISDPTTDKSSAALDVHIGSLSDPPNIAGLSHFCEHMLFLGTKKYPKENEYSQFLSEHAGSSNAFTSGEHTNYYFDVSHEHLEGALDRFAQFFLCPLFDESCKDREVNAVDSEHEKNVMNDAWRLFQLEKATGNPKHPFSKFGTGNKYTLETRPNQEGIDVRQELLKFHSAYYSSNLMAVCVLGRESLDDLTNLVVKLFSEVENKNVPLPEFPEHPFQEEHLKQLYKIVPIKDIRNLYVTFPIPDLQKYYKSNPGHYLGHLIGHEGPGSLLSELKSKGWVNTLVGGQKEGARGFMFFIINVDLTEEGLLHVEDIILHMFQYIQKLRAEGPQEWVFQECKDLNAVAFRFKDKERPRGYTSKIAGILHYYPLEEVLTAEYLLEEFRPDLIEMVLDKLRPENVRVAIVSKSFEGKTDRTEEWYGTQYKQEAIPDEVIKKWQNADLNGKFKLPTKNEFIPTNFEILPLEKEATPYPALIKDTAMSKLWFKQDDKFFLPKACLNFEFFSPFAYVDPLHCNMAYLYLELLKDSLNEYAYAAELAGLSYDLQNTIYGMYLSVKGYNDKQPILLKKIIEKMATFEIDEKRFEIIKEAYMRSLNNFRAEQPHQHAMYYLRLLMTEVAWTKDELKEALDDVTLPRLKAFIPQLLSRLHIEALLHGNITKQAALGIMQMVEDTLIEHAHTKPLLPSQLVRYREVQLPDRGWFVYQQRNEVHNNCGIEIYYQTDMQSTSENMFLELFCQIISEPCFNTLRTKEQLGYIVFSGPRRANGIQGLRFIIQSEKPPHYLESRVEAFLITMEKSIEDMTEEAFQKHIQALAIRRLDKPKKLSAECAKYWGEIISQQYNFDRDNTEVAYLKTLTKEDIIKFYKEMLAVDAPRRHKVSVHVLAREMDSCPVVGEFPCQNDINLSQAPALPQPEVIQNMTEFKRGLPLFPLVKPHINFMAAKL
M5 ag: human M5 muscarinic receptor agonists, primary screen, CHO-K1 cells, Fluo-8 calcium fluorescence; Muscarinic acetylcholine receptor M5 (Homo sapiens), P08912; CHO-K1 hM5 cells; 0% DMSO wells, 100% maximal acetylcholine response; activation, % at 3 µM; 360,000 tested, 0.19% active;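 active means activation above the run's mean over test compounds plus 3 SD, cut at about 23% in these data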;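 further: signal is peak over basal fluorescence ratio across the kinetic read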
CHRM4 antagonist: human M4 muscarinic receptor antagonists, primary screen, CHO cells, Fluo-8 calcium fluorescence; Muscarinic acetylcholine receptor M4 (Homo sapiens), P08173; CHO-hM4 cells, ACh EC80; inhibition, % at 3 µM; 360,000 tested, 0.73% active; AID 624125, 2012;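 active means inhibition above its plate's cutoff, the mean inhibition of sample wells plus 3 SD, cut at about 27% in these data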;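 further: 0% = acetylcholine EC80 with DMSO and 100% = DMSO without agonist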
* hit, by the source's call; . = no result given.

[1] CC1(C(=O)NS(=O)(=O)c2ccc(C#N)cc2)CCN1C(=O)C1(c2ccc(Cl)cc2)CCC1 (configuration not stated)
[2] Cc1cccc(NC(=O)Cc2noc3ccccc23)c1
[3] c1csc(-c2nc3ccccn3c2NC2CCCCC2)c1
[4] COCCCNC(=S)N1CCCN(c2nc3cc(C)ccc3cc2C#N)CC1
[5] CC1=C(C(=O)OC2CCCCC2)C(c2ccco2)C2=C(CC(C)(C)CC2=O)N1 (configuration not stated)
[6] N#C/C(=C\c1ccc(Cl)cc1)c1nc(-c2ccco2)cs1
[7] COc1ccc(CCNc2nncc(=O)[nH]2)cc1OC
[8] CCCCNc1nnc(SCC(=O)c2c(N)n(C3CC3)c(=O)[nH]c2=O)s1
compound no.	1	2	3	4	5	6	7	8
CHRM5 PAM	-2	-1	10	-5	3	2	-10	-1
CRFBP-R2 agonist	.	-0.5	2.7	-0.5	-2.8	-1.6	2.2	-3.2
CHRM4 PAM	-1	-1	-6	-9	0	2	-1	-5
CRFR2-BP antag	.	4	-56	14	14	22	2	9
M5 antag	8	-5	-13	11	4	-5	11	15
M4 ag	0	1	1	7	0	0	1	1
IDE inh	.	0	4	6	2	8	3	1
M5 ag	0	1	1	-5	-2	-1	2	4
CHRM4 antagonist	8	7	-1	-9	2	-8	-3	9

[9] N#Cc1cc(C#N)c(N2CCN(c3cccc(Cl)n3)CC2)nc1N
[10] CCc1nccn1-c1cc(C(C)(C)C)nc2c(-c3ccc(Cl)cc3)cnn12
[11] N#Cc1ccc(C(=O)Nc2ccc(N3CCN(C(=O)c4ccco4)CC3)cc2)c(F)c1
[12] CC12CCC(=O)N1C(C(=O)OCC(=O)Nc1cc(S(=O)(=O)N3CCCCC3)ccc1Cl)CS2 (configuration not stated)
[13] CC(C)Cc1nn2c(N)c(/C=C3\C=Nc4ccccc43)c(=O)nc2s1
[14] COc1ccccc1CNC(=O)c1ccccc1SCC(=O)NCc1ccco1
[15] O=C(C1CC1)N1CCc2sccc2C1c1ccc(Cl)cc1 (configuration not stated)
[16] O=C(CCCn1c(=O)[nH]c2ccsc2c1=O)N1CCN(Cc2ccc3c(c2)OCO3)CC1
compound no.	9	10	11	12	13	14	15	16
CHRM5 PAM	-12	0	-9	-14	-19	-9	-2	3
CRFBP-R2 agonist	1.5	6.9	0.1	-1.1	-0.7	-0.6	-0.4	-2.2
CHRM4 PAM	-14	-1	3	-4	-8	3	-9	-2
CRFR2-BP antag	-36	-81	3	-5	-62	5	6	35
M5 antag	4	3	1	3	32*	7	0	-9
M4 ag	19	0	10	12	14	8	-2	2
IDE inh	5	-5	-3	-3	8	.	4	3
M5 ag	8	-1	6	7	3	0	-8	-1
CHRM4 antagonist	8	4	-6	-3	1	3	8	-5

[17] Clc1ccc(C[n+]2csc3ccccc32)cc1
[18] Cc1ccc(S(=O)(=O)NNC(=O)c2sccc2-n2cccc2)cc1
[19] C=CCOC(=O)C1=C[C@@H](c2ccc(Br)cc2)C[C@@H](OCCCCO)O1
[20] CC12CCC3(CC1CCC1OC12)OCCO3 (configuration not stated)
[21] CCOC(=O)c1ccc(NC(=O)CSc2nnc(CNC(=O)c3ccccc3F)o2)cc1
[22] O=C(NNC1=NS(=O)(=O)c2ccccc21)c1ccc([N+](=O)[O-])cc1
[23] O=C(COc1ccc2ccc(=O)oc2c1)NC1CCN(Cc2ccccc2)CC1
[24] CCCN1CC=C2C(C#N)=C(N)C(C#N)(C#N)C(c3cc(OC)ccc3OC)C2C1 (configuration not stated)
compound no.	17	18	19	20	21	22	23	24
CHRM5 PAM	15	-7	3	-8	-49	8	2	-26
CRFBP-R2 agonist	0.9	0.5	-0.4	-2.5	-3.7	-0.4	0.7	35
CHRM4 PAM	-8	-8	3	-2	-7	0	2	-5
CRFR2-BP antag	-36	5	9	11	38	-2	5	-15
M5 antag	9	5	4	12	9	2	5	14
M4 ag	0	1	0	0	16	1	-1	0
IDE inh	20*	-2	3	.	8	0	1	0
M5 ag	18	2	0	-2	0	-1	-7	-10
CHRM4 antagonist	9	6	6	0	-7	-14	-5	1

[25] CCCCCOC(=O)NCCOC(=O)Nc1ccc(C(=O)OCC)cc1
[26] O=C(Nc1ccccc1F)NC1CC1
[27] Cc1cc(C(C)(C)C)cc(C)c1C[n+]1ccc2ccccc2c1
[28] Cc1ccc(CNC(=O)C(=O)NCC2OCCN2S(=O)(=O)c2ccc(Br)cc2)cc1 (configuration not stated)
[29] CC(=O)c1ccc(Oc2cc(C)nc(N3CCOCC3)n2)cc1
[30] CCC1(CC)NC(=O)N(CC(=O)OC(C)C(=O)Nc2cc([N+](=O)[O-])ccc2OC)C1=O (configuration not stated)
[31] O=C(C(=O)N1CCN(c2ccccc2)CC1)c1cn(CC(=O)N2CCCCCC2)c2ccccc12
[32] Cn1c(-c2ccc3c(c2)OCO3)cnc1NCc1ccccc1
compound no.	25	26	27	28	29	30	31	32
CHRM5 PAM	-15	0	-5	-5	-2	3	-4	-6
CRFBP-R2 agonist	-0.6	-2.0	-0.6	2.8	0.8	-0.5	0.8	-1.2
CHRM4 PAM	2	5	-13	1	-1	3	4	-13
CRFR2-BP antag	-13	0	12	8	-27	-2	-11	48
M5 antag	9	-2	12	-10	4	2	7	1
M4 ag	6	1	0	11	0	3	5	1
IDE inh	2	1	1	2	1	-1	6	1
M5 ag	-1	0	-8	0	-2	1	-2	-8
CHRM4 antagonist	-7	-2	29*	-16	10	7	-7	11

[33] CC(C)c1nnc(NC(=O)c2cc3ccccc3o2)s1
[34] COc1ccc(-n2nc(C(=O)Nc3ccc4c(c3)OCO4)c3c4ccccc4n(C)c3c2=O)cc1
[35] O=C(Nc1nnc(S(=O)(=O)N2CCOCC2)s1)c1ccccc1Cl
[36] CCOc1ccc(C(=O)C(C)OC(=O)CN2C(=O)NC(C)(C)C2=O)cc1 (configuration not stated)
[37] CCc1nc2c(OCCOC)cccn2c1N(C)C(=O)c1ccco1
[38] COc1ccc(CNC(=O)COC(=O)C(CCSC)N2C(=O)c3ccccc3C2=O)cc1 (configuration not stated)
[39] CC1CCc2cc(F)ccc2N1C(=O)CCC(=O)O (configuration not stated)
[40] CCc1nc2c(OCc3ccc(C(=O)N(C)C)cc3)cccn2c1N(C)C(=O)Nc1ccccc1OC
compound no.	33	34	35	36	37	38	39	40
CHRM5 PAM	0	-6	-17	-2	1	-9	0	5
CRFBP-R2 agonist	0.8	1.8	-0.9	6.4	.	-0.2	0.5	.
CHRM4 PAM	-1	-5	-5	2	1	2	3	1
CRFR2-BP antag	-21	-1	9	-5	.	-4	7	.
M5 antag	9	4	8	7	-5	11	1	-6
M4 ag	-1	1	16	1	-1	8	1	-1
IDE inh	6	4	4	-3	.	2	3	.
M5 ag	-2	0	7	2	0	1	0	-2
CHRM4 antagonist	0	1	-1	-3	-4	-6	7	0

[41] c1cncc(-c2nnc(SCc3cccc4ccccc34)o2)c1
[42] CCN(CC)c1ccc(CNc2ccc3c(c2)ncn3C(C)(C)C)cc1
[43] CCOC(=O)c1ccc(NC(=O)CSc2nnc(COc3ccccc3)n2C)cc1
[44] C=CCNc1ncnc2c1ncn2[C@H]1CN(CCN2CCOCC2)C[C@@H](CO)O1
[45] CCCCCCC1CC(C)(/C(C)=N/NC(N)=O)OC1=O (configuration not stated)
[46] O=C1CC(c2ccc(S(=O)(=O)N3CCCCC3)cc2)CN1 (configuration not stated)
[47] C/C(CC(=O)Nc1ccc(Cl)cc1Cl)=N\NC(=O)c1ccco1
[48] CC(=O)C1=C(c2ccccc2)OC(N)=C(C#N)C1c1ccc(O)cc1 (configuration not stated)
compound no.	41	42	43	44	45	46	47	48
CHRM5 PAM	2	0	-1	-6	0	-2	-5	-2
CRFBP-R2 agonist	-0.3	-3.0	-0.5	.	3.1	-0.2	-0.5	1.4
CHRM4 PAM	-8	0	10	1	-4	2	-4	-1
CRFR2-BP antag	-14	-9	10	.	-33	-2	-13	-26
M5 antag	2	0	-4	8	-4	7	5	3
M4 ag	2	1	1	1	1	1	2	1
IDE inh	-4	7	3	.	6	3	0	0
M5 ag	-2	-7	-3	-1	-1	1	-1	-2
CHRM4 antagonist	-1	7	0	-19	-10	0	7	7
